GPR55 activation: selective activators of receptor GPR55 – imaging, U2OS cells, beta-arrestin-GFP redistribution, primary screen (AID 1961); U2OS GPR55 beta-arrestin-GFP redistribution imaging; higher % means a stronger effect; activation, % at 10 µM, or EC50 in µM where a hit was titrated; actives 0.048% (n = 290,000);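 active = activation above 40% with more than 50 cells counted in the well; inconclusive = wells holding fewer than 50 cells, flagged as toxic or sparse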;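 note: U2OS osteosarcoma cells stably expressing GPR55 and beta-arrestin-GFP; plate controls were DMSO negative control for no effect and LPI positive control for full effect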
LYP inhibition: PTPN22 lymphoid phosphatase activity blockers – biochemical, fluorescence intensity, uHTS (AID 1779). actives 0.054% (n = 290,000). inhibition, % at 11.5 µM, or IC50 in µM where a hit was titrated. recombinant LYP phosphatase, fluorescence intensity; higher % means a stronger effect; in the data active = inhibition above about 50%;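 note: plate controls were vehicle with enzyme for no effect and no enzyme for full effect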
GPR55 LPI antagonism: GPR55 antagonists blocking LPI-driven arrestin recruitment, primary screen, imaging, U2OS, beta-arrestin-GFP, LPI agonist (AID 2013); U2OS GPR55 beta-arrestin-GFP translocation imaging, LPI antagonism; higher % means a stronger effect; inhibition, % at 10 µM; hits with a dose series show IC50 in µM; actives 0.13% (n = 290,000);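 active = spots per cell inhibited over 60%, with over 100 cells counted and total cytoplasm intensity under 500,000; inconclusive = wells with under 100 cells, flagged as likely toxic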;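 note: U2OS cells stably carrying GPR55 and arrestin-GFP stimulated by 5 µM LPI near EC80; imaged beta-arrestin-GFP aggregate spots per cell after agonist stimulation; plate controls were LPI-stimulated DMSO wells for no effect and DMSO wells without LPI for full effect; some results filed as inactive read as strong as hits; confirmed hits need IC50 under 10 µM and bright autofluorescent wells are also inconclusive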
Rac1 GTP hydrolysis: MgcRacGAP GTPase-activating activity inhibitors, confirmation, biochemical, ADP Hunter fluorescence; MgcRacGAP-stimulated Rac1 GTP hydrolysis, ADP Hunter fluorescence; higher % means a stronger effect; GST-tagged Rac1 F28L mutant substrate; inhibition, % at 30 µM, or IC50 in µM where a hit was titrated; actives 0.6% (n = 340,000);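 active = first-screen hits whose inhibition reached a set limit at any dose in the follow-up dose series; inconclusive = inhibition above the set first-screen limit but never retested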;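 note: fluorescence reports GDP produced by GAP-driven GTP hydrolysis; strong numbers were not always called active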
NTR1 ag: agonists of NTR1, primary screen, imaging, U2OS cells, beta-arrestin-GFP, high content (AID 493036); activation, % at 20 µM; NTR1-U2OS beta-arrestin-GFP spot imaging, agonist mode; actives 0.17% (n = 330,000); P30989;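 active = activation at or above 40% of the spot to cytoplasm intensity ratio, with at least 20 cells analyzed; inconclusive = wells under 20 cells, flagged as cytotoxic or low count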;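 note: 0% = DMSO without peptide and 100% = 100 nM NTR1 peptide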
Target sequence (P30989 whole entry, looked up): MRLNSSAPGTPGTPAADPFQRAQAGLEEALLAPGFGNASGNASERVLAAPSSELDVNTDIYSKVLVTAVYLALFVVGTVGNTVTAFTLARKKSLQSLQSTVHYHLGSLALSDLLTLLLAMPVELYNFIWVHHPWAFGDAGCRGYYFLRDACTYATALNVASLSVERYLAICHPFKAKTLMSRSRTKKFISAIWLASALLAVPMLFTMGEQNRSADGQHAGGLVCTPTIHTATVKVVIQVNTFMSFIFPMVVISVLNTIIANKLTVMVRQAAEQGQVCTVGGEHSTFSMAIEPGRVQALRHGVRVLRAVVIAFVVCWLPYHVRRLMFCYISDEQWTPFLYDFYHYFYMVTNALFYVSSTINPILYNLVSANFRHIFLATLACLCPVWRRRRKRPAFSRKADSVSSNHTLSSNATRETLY
GPR35 arrestin U2OS: inhibition of zaprinast-stimulated GPR35 beta-arrestin translocation – imaging, U2OS, beta-arrestin-GFP, zaprinast agonist, primary screen (AID 2058). U2OS GPR35 beta-arrestin-GFP translocation imaging, zaprinast antagonism; higher % means a stronger effect. one-dose inhibition, % at 10 µM; IC50 in µM for titrated hits. actives 0.052% (n = 290,000);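 active = inhibition of at least 50% with at least 30 cells and total cytoplasm GFP at most 10,000,000; inconclusive = under 30 cells or total GFP of 10,000,000 plus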
Large T inhibition: SV40 large T antigen inhibitors, biochemical (AID 1903) | actives 0.39% (n = 310,000) | SV40 large T antigen ATPase/helicase inhibition assay; higher % means a stronger effect | one-dose inhibition, % at 20 µM; IC50 in µM for titrated hits; in the data active = a potency from the dose series; inconclusive = inhibition mostly from about 32% at the one dose, without a potency; inactive = the rest, 99 in 100 with inhibition below about 32%; note: strong numbers were not always called active
Lipid droplet: hepatic lipid droplet formation modulation; inhibition, % at 6.5 µM; AML12 mouse hepatocytes, oleate lipid droplets, BODIPY imaging; actives 0.4% (n = 240,000);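 active = lipid droplet intensity inhibited by at least 50%, with more than 500 cells counted; inconclusive = wells with under 300 cells, treated as cytotoxic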
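Assay system: AML12 mouse liver cells | Compound: 6.5 µM single-point dosing | Schedule: Overnight exposure | Technique: Fluorescence imaging, 20x objective, two fields per well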
T cell HTS: T cell immune modulation candidate; 2C CD8+ T cell-vesicle binding, flow cytometry; hits give low values; calls only at 7 µM; actives 0.068% (n = 330,000);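 active = response, share of CD8 T cells binding vesicles, and their 90th percentile fluorescence all below set limits, cut at about 80% in these data, passing the limit was not always enough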
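incubation = binding step 1.5 h, 37 °C, antibody labelling 20 min, ice | test system = 2C mouse CD8+ T cells | read-out basis = percent CD8+ FL2 mean versus row control | controls = Peptide-free naked vesicles (low) and QL9 vesicles with 0.7% DMSO vehicle (high) | detection = flow cytometry of vesicle-bound cells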
Lipid droplet cells 6.5 µM: recorded beside Lipid droplet, whose call it bears; cell count; measured here: cell count, cytotoxicity flag;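 cells counted across two imaged fields per well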
T cell HTS vesicle-bound %: further read-out of T cell HTS, marked with its call; double positive events, %; measured here: CD8+ vesicle-bound cell fraction;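 binding gate set so that unloaded-vesicle control wells show 10% double positive cells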
NTR1 ag cell count 20 µM: recorded beside NTR1 ag, whose call it bears; cell count; measured here: cell count, cytotoxicity flag
* = called active by the depositor; i = inactive; ? = inconclusive; . = not tested or not shown.

SMILES	GPR55 activation	LYP inhibition	GPR55 LPI antagonism	Rac1 GTP hydrolysis	NTR1 ag	NTR1 ag cell count 20 µM	GPR35 arrestin U2OS	Large T inhibition	Lipid droplet	Lipid droplet cells 6.5 µM	T cell HTS	T cell HTS vesicle-bound %
CN(C)S(=O)(=O)c1cccc(NC(=O)COC(=O)c2cc(=O)c3ccccc3o2)c1	0.2%	-5%	-8%	3%	0.6	47	13%	3%	1	698	i	35
Cc1ccc(C(=O)c2nccn2C)cc1C	0.3%	-6%	-6%	8%	1.6	62	8%	-3%	-21	667	i	30
Cc1cc(=O)oc2cc(OCC(=O)N/N=C/c3ccccc3O)ccc12	0.0%	-7%	-16%	-4%	-0.3	62	-8%	6%	20	804	i	17
N#CCC(=O)Nc1ccccc1C(=O)O	-0.2%	0%	7%	5%	-1.9	48	12%	7%	.	.	i	41
CC(=O)Nc1n[nH]c(-c2ccc(C)cc2)c1C	0.2%	-6%	4%	4%	0.9	98	14%	-5%	13	688	i	68
Cc1ccccc1NC(=O)CCn1c(=O)oc2ccccc21	0.2%	3%	0%	10%	-0.3	63	-10%	2%	14	625	i	27
O=C(Nc1ccccc1C(=O)Nc1nnc(C(F)(F)F)s1)c1ccccc1	0.1%	-3%	6%	12%	1.1	52	-10%	1%	-14	676	i	13
Cc1ccc(-c2csc(NC(=O)CN3CC(C)OC(C)C3)n2)cc1 (centres undefined)	-0.1%	-5%	-10%	9%	1.0	67	4%	18%	-31	807	i	58
CC(=O)c1ccc(NC(=O)C(C)NCc2ccc(Cl)cc2)cc1 (centres undefined)	-0.2%	-2%	8%	2%	1.7	42	9%	-3%	-9	684	i	38
Cc1nc2c(C)cccn2c1C(=O)c1ccccc1	-0.1%	4%	8%	11%	0.1	84	-2%	2%	.	.	i	38
O=C(NCCCn1ccnc1)c1cccc(S(=O)(=O)Nc2ccccc2F)c1	-0.2%	-9%	8%	8%	0.0	59	0%	0%	.	.	i	34
Cc1ccc(OCC(=O)c2cc(C)c(C)cc2C)c([N+](=O)[O-])n1	-0.1%	-8%	-7%	13%	4.0	56	-10%	28%	-2	754	i	30
Cc1cc(O)cc(O)c1C=NCc1ccco1	-0.3%	5%	-2%	-8%	-1.0	75	-10%	7%	11	671	i	20
CCOC(=O)c1c(C)n(C)c2cc(Br)c(O)c(O)c12	1.2%	1%	0%	8%	3.3	41	16%	12%	-5	701	i	35
Cc1nn(-c2ccccc2)c(C)c1C(=O)NCc1ccc(S(N)(=O)=O)cc1	0.5%	-3%	-1%	6%	0.1	45	1%	10%	10	839	i	36
Clc1cccc(Cl)c1CSc1nnc(-c2sccc2-n2cccc2)o1	0.2%	6%	-2%	8%	1.2	58	19%	3%	.	.	i	58
Cc1c(NC(=O)CC(=O)Nc2c(C)n(C)n(-c3ccccc3)c2=O)c(=O)n(-c2ccccc2)n1C	-0.1%	-9%	4%	8%	-0.1	72	10%	25%	.	.	i	60
COc1ccc(NC(=O)C(=O)NNC(=O)C(C)Oc2ccc(Cl)cc2Cl)cc1 (centres undefined)	-0.5%	-5%	2%	5%	0.0	46	-15%	1%	2	714	i	33
COC(=O)C/C(O)=C(/N=Nc1cccc(C(F)(F)F)c1)C(=O)OC	-0.1%	2%	10%	-11%	1.6	58	8%	16%	-5	725	i	44
COc1ccc(C(=O)C[n+]2ccc(-c3nnc4n3CCCCC4)cc2)cc1	0.3%	-4%	-10%	-26%	1.2	42	0%	5%	1	667	i	60
COc1ccc(OC)c2sc(NC(=O)c3ccc(S(=O)(=O)N4CCOCC4)cc3)nc12	-0.3%	-3%	3%	-7%	2.7	86	5%	-4%	23	668	i	3
Cc1nn(CC(=O)NCCCN2CCC(Cc3ccccc3)CC2)c(=O)c2cc(-c3ccccc3)nn12	0.2%	-14%	-11%	4%	4.8	59	8%	7%	-33	699	i	43
CC(C)(C)NC(=O)C(c1ccc(F)cc1)N(CCc1ccccc1)C(=O)c1ccn[nH]1 (centres undefined)	0.1%	0%	-3%	4%	1.2	45	-9%	23%	-22	639	i	29
CN(C)c1cccc(C(=O)Nc2cccc(S(=O)(=O)NC3=NCCC3)c2)c1	-0.1%	6%	22%	5%	0.1	71	2%	-7%	1	835	i	49
COc1cc(C(=O)O[C@H]2CC(C)=CC[C@@]3(C)CC[C@@](O)(C(C)C)[C@H]23)ccc1O	0.0%	-4%	-6%	8%	33	93	-9%	-2%	-27	816	i	32
Clc1cc(Cl)c2nc(N3CCCCC3)sc2c1	0.2%	6%	11%	7%	-1.6	27	0%	11%	.	.	i	27
CC1=C(CO)C(=O)OC([C@@H](C)C2CC[C@H]3C4C[C@H]5O[C@]56[C@@H](O)C=CC(=O)[C@]6(C)C4CC[C@]23C)C1 (some centres undefined)	0.5%	-3%	13%	7%	.	.	-6%	?	10	785	i	60
CC1CCN(C(=O)c2ccc(NS(=O)(=O)c3ccc4[nH]c(=O)[nH]c4c3)cc2)CC1	.	.	.	9%	0.0	46	.	4%	.	.	i	36
O=C(Nc1ccc(Cl)cn1)c1cccc(OCc2ccccc2)c1	0.0%	-2%	-2%	2%	0.2	43	2%	-1%	1	856	i	24
COc1cccc(NC(=O)CSc2nnc(-c3cc(C)[nH]n3)n2N)c1	-0.1%	-4%	-4%	-9%	0.0	66	-2%	3%	-2	706	i	33
CN(C(=S)Nc1ccc(Oc2ccccc2)cc1)c1ccc(O)cc1	0.9%	4%	2%	-14%	.	.	13%	22%	4	661	i	37
CC(c1nnnn1C1CCCCC1)N(Cc1ccccc1)Cc1cccnc1 (centres undefined)	-0.2%	8%	-3%	14%	0.9	37	-6%	4%	-36	696	i	43
COc1cc(C(=O)NCCSc2ccc(F)cc2)cc(OC)c1OC	0.0%	-8%	1%	7%	-0.3	79	-1%	25%	6	843	i	61
CCOC(=O)C1=C(C)NC2(O)c3ccccc3C(=O)C12O (centres undefined)	-2.3%	-12%	8%	5%	20	85	-10%	10%	.	.	i	24
Cc1cc([N+](=O)[O-])nn1CC(=O)NCc1cccs1	0.3%	-9%	9%	4%	-0.6	61	-4%	6%	.	.	i	59
CCC(C)(NC(=O)Cc1c[nH]c2ccccc12)C(=O)NC1CCCCC1 (centres undefined)	-0.4%	-11%	17%	0%	2.5	74	6%	-2%	-8	683	i	43

Taken from above (6 entries):
SMILES	GPR55 activation	LYP inhibition	GPR55 LPI antagonism	Rac1 GTP hydrolysis	NTR1 ag	NTR1 ag cell count 20 µM	GPR35 arrestin U2OS	Large T inhibition	Lipid droplet	Lipid droplet cells 6.5 µM	T cell HTS	T cell HTS vesicle-bound %
COc1cc(C(=O)O[C@H]2CC(C)=CC[C@@]3(C)CC[C@@](O)(C(C)C)[C@H]23)ccc1O	0.0%	-4%	-6%	8%	33	93	-9%	-2%	-27	816	i	32
Clc1cc(Cl)c2nc(N3CCCCC3)sc2c1	0.2%	6%	11%	7%	-1.6	27	0%	11%	.	.	i	27
CC1=C(CO)C(=O)OC([C@@H](C)C2CC[C@H]3C4C[C@H]5O[C@]56[C@@H](O)C=CC(=O)[C@]6(C)C4CC[C@]23C)C1 (some centres undefined)	0.5%	-3%	13%	7%	.	.	-6%	?	10	785	i	60
CC1CCN(C(=O)c2ccc(NS(=O)(=O)c3ccc4[nH]c(=O)[nH]c4c3)cc2)CC1	.	.	.	9%	0.0	46	.	4%	.	.	i	36
O=C(Nc1ccc(Cl)cn1)c1cccc(OCc2ccccc2)c1	0.0%	-2%	-2%	2%	0.2	43	2%	-1%	1	856	i	24
COc1cccc(NC(=O)CSc2nnc(-c3cc(C)[nH]n3)n2N)c1	-0.1%	-4%	-4%	-9%	0.0	66	-2%	3%	-2	706	i	33

Going on with the list.
SMILES	GPR55 activation	LYP inhibition	GPR55 LPI antagonism	Rac1 GTP hydrolysis	NTR1 ag	NTR1 ag cell count 20 µM	GPR35 arrestin U2OS	Large T inhibition	Lipid droplet	Lipid droplet cells 6.5 µM	T cell HTS	T cell HTS vesicle-bound %
CC1CC(=O)N(CC(=O)Nc2ccc3c(c2)OCCO3)c2ccccc2S1 (centres undefined)	-0.1%	-2%	9%	9%	-1.0	70	-16%	8%	-16	703	i	13
COc1cc(OC)c(NC(=O)CC(=O)Nc2cc(Cl)c(OC)cc2OC)cc1Cl	-0.2%	-6%	-2%	14%	1.5	46	4%	-1%	-14	796	i	50
COc1ccccc1N(CC1CO1)S(=O)(=O)c1ccccc1 (centres undefined)	-0.1%	-4%	-8%	8%	-0.6	34	24%	-2%	-8	808	i	48
COc1ccc(OC)c(NC(=O)CCCc2ccccc2)c1	-0.1%	-8%	-4%	7%	0.2	72	5%	3%	7	802	i	37
CCCOC(=O)c1ccc(NC(=O)/C=C/c2cccs2)cc1	-0.2%	3%	5%	10%	6.0	57	-2%	0%	80*	734*	i	51
COC(=O)CCC(=O)NC(=S)Nc1sc(C)c(C)c1C(N)=O	-0.3%	-7%	3%	13%	0.7	35	.	7%	-114	325	i	24
Cc1cc(C)c2c(C)nn(-c3ccccc3)c2n1	-0.1%	-10%	1%	2%	-0.8	45	12%	6%	13	757	i	49
Cc1cc(/C=C2\SC(=S)NC2=O)c(C)n1-c1ccc(O)cc1	-0.1%	-2%	-9%	21%	-0.7	66	-2%	25%	2	686	i	52
CCCc1cc(=O)oc2cc(OCc3nn[nH]n3)ccc12	0.0%	-9%	.	-8%	0.9	66	14%	5%	.	.	i	40
C=CCNC(=O)c1ccc(-c2ccc([N+](=O)[O-])cc2)o1	0.1%	2%	3%	-3%	-2.6	78	3%	18%	-4	645	i	4
Cc1ccc(C(=O)N2CCN(C3c4cccc5cccc(c45)C3NS(=O)(=O)c3ccccc3)CC2)cc1 (centres undefined)	3.7µM*	-1%	28%	11%	5.3	36	-16%	1%	.	.	i	14

High-throughput results from PubChem BioAssay.
